# Bioassay records: PubChem BioAssay, Small Molecule Screening Facility, UW Madison
# PriA SSB inh: inhibitors of Klebsiella pneumoniae PriA binding to SSB C-terminal tail; AlphaScreen SSBct-PriA binding, biotinylated peptide; inhibition, % at 33 µM; 430,000 tested, 0.6% active; AID 1272365; in the data active means inhibition mostly above about 37%, no sharp cut-off; inactive means mostly below about 20%;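 further: plate controls were negative control peptide for no effect and reference peptide for full effect; strong numbers were not always called active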
# Active calls of the source: *; & = joins results of further samples. Not all compounds are listed, so the mix of outcomes need not match the whole.
SMILES,PriA SSB inh
COC(CNC(=O)C(=O)Nc1ccccc1C(F)(F)F)c1ccsc1 (configuration not stated),4
CCCC(=O)NCCN1CCN(S(=O)(=O)c2ccccc2)CC1,-8
CSc1ccc2nc(NC(=O)/C=C/c3cccs3)sc2c1,-8
CCOC(=O)c1ccc2nc(-c3ccccc3)cc(OCC(=O)N3CCOc4ccc(C)cc43)c2c1,-11
O=C(COc1cccc2ccc(N3CCOCC3)nc12)NCC1CCCO1 (configuration not stated),8
NC(=O)c1ccc(C(=O)NN=Cc2cccc(Oc3ccccc3)c2)cc1,4
CCc1ccc(NC(=O)Nc2c[nH]c3ccccc23)cc1,38*
CCOc1ccc(CNC(=S)NN=Cc2ccncc2)cc1,4
O=C(CSc1ccc(-c2ccc(-n3cccn3)cc2)nn1)Nc1nccs1,-18
COc1ccccc1NC(=O)c1oc2ccccc2c1NC(=O)Cc1ccc(-c2ccccc2)cc1,-19
O=S(=O)(NCCCn1ccnc1-c1ccccc1)c1cccs1,-8
Cc1nc2scc(-c3cccc(NC(=O)Nc4ccccc4)c3)n2c(=O)c1C,1
CC(=NNS(=O)(=O)c1ccc(C)cc1)c1cccc(NC(=O)c2cccc(Cl)c2)c1,-6
Cn1cccc1C=NNC(=O)Cc1ccc(Br)c2ccccc12,18
COc1cccc2cc(C(=O)Nc3sc(-c4ccccc4)cc3C(N)=O)oc12,-20
Cc1cc(C)cc(OCCNC(=O)Nc2cc(F)ccc2F)c1,-28
CSc1cccc(NC(=O)Cc2csc(NC(=O)c3ccco3)n2)c1,20
O=C(O)c1cccc(N2C(=O)CC(Nc3ccc(F)cc3)C2=O)c1 (configuration not stated),-16
Clc1ccc(N2CCN(c3ncnc4scc(-c5ccc(Br)cc5)c34)CC2)cc1Cl,5
O=C(NCc1cc(-c2ccc3c(c2)OCCO3)on1)c1ccco1,3
CCOC(=O)C(=O)NCC(c1ccco1)S(=O)(=O)c1ccccc1 (configuration not stated),7
NS(=O)(=O)c1ccc(NC(=S)NC(=O)COc2ccc([N+](=O)[O-])cc2)cc1,-7
CC(=O)N1CCN(Cc2nc(C(C)(C)C)cs2)CC1,-9
COc1cc(S(=O)(=O)Nc2ccccc2C(=O)O)c(OC)cc1Cl,-13
CN1CCN(c2nc(N)c([N+](=O)[O-])c(Nc3cccc(Cl)c3)n2)CC1,4
Cc1cc(CNS(=O)(=O)c2c(C)nn(C)c2C)c(C)o1,-19
COc1ccc(Br)c(C(=O)Nc2cccc(-c3cnc4n3CCC4)c2)c1,-10
CCC(=NNS(=O)(=O)c1ccc(Cl)cc1)c1ccc(O)cc1,-6
O=C(CSc1nc2ccc(N3CCOCC3)cc2c(=O)n1Cc1ccccc1)c1ccc(F)cc1,7
COc1ccc(S(=O)(=O)C(CNC(=O)c2cccc([N+](=O)[O-])c2C)c2ccco2)cc1 (configuration not stated),0
Cc1cc(F)ccc1S(=O)(=O)NCc1ccc(C(O)c2cccs2)s1 (configuration not stated),-28
CCn1nnc2c(N3CCN(S(=O)(=O)c4cccnc4)CC3)ncnc21,-4
COC(=O)c1ccc(C(=O)NCc2ccc(C(O)c3ccsc3)s2)cc1 (configuration not stated),-29
CCc1nnc(C2CCN(C(=O)Nc3ccccc3)CC2)s1,1
CCOC(=O)c1c(NC(=O)c2cccc(S(=O)(=O)CC)c2)sc(C)c1C,-5
COc1ccc(-c2ccc(N3CCC(C(=O)NCc4ccco4)CC3)nn2)cc1,-14&-8
CCOc1ccc(-c2ccc(=O)[nH]n2)cc1,-10
CSc1cccc(NC(=O)C(=O)NC2CCCCC2)c1,-8
Cc1ccc2c(c1)C(=O)C(=O)N2CC(=O)OCc1ccccc1,-8
N#Cc1ccc(COCC2CCN(Cc3csc(-c4ccccc4)n3)CC2)cc1,-9
COCCN(Cc1ccsc1)S(=O)(=O)c1ccc(N2CCCCS2(=O)=O)cc1,-4
NCC#CCN1CCCCC1,-13
CC(=O)Nc1ccc(C=NNC(=O)CNC(=O)c2ccccc2)cc1,4
O=C(CC1CSc2nc3c(c(=O)n21)CCC3)N1CCN(c2ccc(F)cc2)CC1 (configuration not stated),-4
CC(C)CN(CC(C)C)S(=O)(=O)c1ccc(C(=O)Nc2nccs2)cc1,-17
CSc1ccccc1C(=O)Nc1nnc(Cc2cccs2)o1,45*
Cc1ccc2nc(NC(=O)c3ccccc3[N+](=O)[O-])sc2c1,-10
C[C@](O)(CNC(=O)CN1C(=O)CCC1=O)c1cc2ccccc2o1,-24
Cn1nnc2c(SCC(=O)Nc3ccc(C(N)=O)cc3)ncnc21,-8
CC(=O)c1c2c(n3ccccc13)C(=O)c1ccccc1C2=O,3
COc1cc(C=NN2CCN(C3c4ccccc4-c4ccccc43)CC2)ccc1O,11
CC1=CC(=C(C#N)C#N)C=C(C)N1CCc1ccccc1,-11
CC1(C)COc2ccc(NS(=O)(=O)c3ccccc3Cl)cc2NC1=O,5
CC12CCC(CC1=NOC(=O)c1c(F)cccc1F)C2(C)C (configuration not stated),-17
O=C(Nc1ncc(Cc2ccc(F)cc2)s1)C1COc2ccccc2O1 (configuration not stated),3
Cc1noc(C)c1CCC(=O)N1CCN(C)CC12CCCC2,-18
CCn1cc(C=NNS(=O)(=O)c2ccc(OC)cc2)c(C)n1,-10
COc1ccccc1CNC(=O)c1n[nH]nc1Nc1ccc(C)c(C)c1,-31
CO[C@@H](CNS(=O)(=O)c1ccc(N2C(=O)CCC2=O)cc1)c1ccc(Cl)s1,11
COc1cc(C=NNC(=O)CC#N)cc(Br)c1O,67
# The list continues.
SMILES,PriA SSB inh
O=C(CCn1cnc2ccccc2c1=O)N1CCN(c2ccc(-n3cncn3)nn2)CC1,-10
CCNC(=O)C1Cc2ccccc2N1C(=O)NCCc1ccc(OC)cc1 (configuration not stated),-2
CCn1c(C2CCN(C(=O)NCc3cccs3)CC2)nn(CCOC)c1=O,-6
Cc1cc(C)cc(OCCNC(=O)C(C)Oc2ccccc2F)c1 (configuration not stated),-20
Cc1cccc(CC(=O)N(c2ccc(F)cc2)C2C=CS(=O)(=O)C2)c1 (configuration not stated),-4
Cn1nc(C(=O)N2CCN(C[C@H](O)C3CC3)CC2)ccc1=O,-1
O=S(=O)(c1ccc(C2CCCCC2)cc1)N1CCN(CCO)CC1,-7
CCc1nnc(C2CCN(S(=O)(=O)c3cc(C)ccc3C)CC2)s1,0
O=C(c1ccc2nsnc2c1)N1CCCC(c2nnc(-c3ccsc3)o2)C1 (configuration not stated),-10
Cc1nc2c(ccc3nc(NC(=O)c4sc5ccccc5c4Cl)sc32)s1,-8
Cc1cc(C)n(CCC(=O)N2CCN(c3cc(C(F)(F)F)nc(C)n3)CC2)n1,-17
Cc1cc(C)c2nc(C)cc(NC(=O)CN3C(=O)c4ccccc4C3=O)c2c1,14
Cc1ccccc1C=NNC(=O)Cn1nnc(N)n1,-2
COc1ccc2nc(NC(=O)c3ccc(C(=O)c4ccccc4)cc3)sc2c1,-10
COc1ccccc1NS(=O)(=O)c1cccc(C(=O)NN=C(C)c2ccncc2)c1,-8
O=C(Nc1cc2ccccc2cc1NC(=O)c1ccc([N+](=O)[O-])cc1)c1ccc([N+](=O)[O-])cc1,3
Cc1nn(C2CCS(=O)(=O)C2)c2nc(-c3cccs3)cc(C(=O)N3CCOCC3)c12 (configuration not stated),3
C=CCN1C(=O)C(C)(C)COc2cc(NS(=O)(=O)c3ccc4c(c3)OCCO4)ccc21,-5
CCOC(=O)c1nn(-c2ccccc2F)c(=O)c2c(NC(=O)C3CC3)scc12,-16
CC(=NO)c1c(C)c2ccccc2n1C,7
COc1ccccc1NS(=O)(=O)c1cccc(C(=O)NN=Cc2ccccc2OCC(=O)O)c1,-9
CCOC(=O)C(=O)NCC1CCCN1S(=O)(=O)c1ccc(C)cc1 (configuration not stated),-13
CCN1C(=O)/C(=C/c2ccc3ccccc3n2)SC1=NS(=O)(=O)c1ccccc1,-5
Cc1cccc(OC2CCN(S(=O)(=O)N(C)C)CC2)n1,-5
O=c1c2ccccc2c(C=Nc2ncn[nH]2)c(O)n1Cc1ccccc1,-3&-1
CCC(Sc1nnc2[nH]c(=O)c(C)c(C)n12)C(=O)OC (configuration not stated),-8
CC1CCN(C(=O)c2cc(NC(=O)c3ccc(Cl)cc3)c(=O)n(C)c2)CC1,1
CC1(C)CC(=O)c2c(nc(SCC(=O)c3ccc4c(c3)OCCO4)c(C#N)c2-c2ccccc2)C1,8
Cc1ncc2c(SCC(=O)NCc3ccc(F)cc3)ncnc2n1,-12
Cc1ccc(-c2cc(C(=O)NN=C/C=C/c3ccccc3)n[nH]2)s1,11
Cc1cc(C(=O)N2CC(Oc3nc4c(C(F)(F)F)cccc4s3)C2)c(C)o1,-16
CCc1ccc(OCCCn2nnc3ccccc32)cc1,-157
Cc1ccccc1-c1nc2scc(CCN)n2n1,15
CC1CCCN(S(=O)(=O)c2cc3ccccc3oc2=O)C1 (configuration not stated),-8
O=C(c1ccco1)N1CCN(C(=O)C2(c3cccs3)CCOCC2)CC1,2
COc1ccc(S(=O)(=O)N(CC(C)C)C2CCS(=O)(=O)C2)cc1 (configuration not stated),12
Cc1nc(C(=O)Nc2nc3ccccc3[nH]2)cc(-n2cccn2)n1,4
Cc1ccc(OC2CCN(C(=O)Cn3ncccc3=O)C2)nn1 (configuration not stated),-7
COc1ccc(CCNC(=O)CSc2nnc(NC(=O)c3c(-c4ccccc4Cl)noc3C)s2)cc1OC,-10
Cc1cc(=O)[nH]c(-n2nc(C)c(CCC(=O)NC3CCCC3)c2C)n1,-11
COC(=O)Cn1c([C@H](C)NC(=O)c2ccco2)nc2ccccc21,-22
CC(C)c1cc(C(=O)NN=Cc2ccco2)n[nH]1,-20
CN(C)S(=O)(=O)c1ccc(C(=O)N2CC(=O)Nc3ccc(Br)cc3[C@@H]2c2ccccc2)cc1,0
COc1ccc(CNC(=O)N2CCC(S(C)(=O)=O)CC2)cc1,-12
N#Cc1c(N=Cc2ccc(O)c([N+](=O)[O-])c2)sc2c1CCCC2,15
O=C(Cc1ccc(F)cc1)Nc1nnc(-c2ccc(Cl)cc2Cl)s1,-11
Cc1ccc(NC(=O)C(=O)NCC2CCN(C3CCCC3)CC2)cc1,-8
Cc1cnc2n(c1=O)C(CC(=O)Nc1ccc3c(c1)OCCO3)CS2 (configuration not stated),-2
O=C(Nc1ccc(S(=O)(=O)N2CCCCCC2)cc1)Nc1cccc(Cl)c1,-9&-7
C=CCN1C(=O)C(C)(C)COc2cc(NC(=O)c3ccccc3C)ccc21,2
Cc1cc2nn(CC(=O)Nc3cccc(C(F)(F)F)c3)c(=O)n2c(-c2ccccc2)n1,-10
O=C(ON=C(c1ccccc1)c1ccncc1)c1ccccc1[N+](=O)[O-],11
CCCn1cnc2ccccc2c1=O,-11&-10
COC(=O)CS[C@H]1CCN(S(=O)(=O)c2ccccc2F)C1,-2
OCc1c[nH]c(=S)n1Cc1ccc(F)cc1,4
CCOC(=O)Nc1ccccc1Cc1nc(C2CC2)no1,-9
C1CCN(CC23CC4CCC(CC(C4)C2)C3)C1,-2
Cc1nnc(C2CCN(C(=O)CN3C(=O)CCC3=O)CC2)s1,-8
COc1ccc(CCNC(=O)c2nnn(Cc3nc(-c4ccc(C)cc4)oc3C)c2C)cc1OC,16
O=C(Nc1ccc2c(c1)CN(C(=O)c1ccco1)CC2)c1ccccc1C(F)(F)F,-1
# (continued)
SMILES,PriA SSB inh
COc1ccc(CC(C)(O)CNC(=O)CCc2cccc(Cl)c2)cc1 (configuration not stated),23
O=C(Nc1ccccn1)C1CCN(c2ccc(-c3ccco3)nn2)CC1,-11
Cc1ccsc1C=NNC(=O)c1nnn(-c2nonc2N)c1-c1ccccc1,0
COc1ccc(CC(C)=NNc2nc(C)cc(=O)[nH]2)cc1,-3
